Vif-APOBEC3G blk: blocks the Vif interaction with human APOBEC3G. Potency, µM (highest dose often 46.1 µM), for the others: top-dose activity, negative = active, usual class: inhibitors. 0.076% of 410,000 active. AID 602310. HeLa A3G-eYFP + Vif (tagged APOBEC3G with the HIV-1 protein that degrades it), YFP fluorescence, overnight. Q9HC16;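 also: potency is read from the fitted curve at half-maximal effect; % is scaled to controls: 0 for no effect and ±100 for the full control effect; nearly all actives have a fitted effect of over 60% in size; hits raise eYFP signal because A3G escapes Vif-driven loss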
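HeLa cells stably expressing Vif and C-terminally eYFP-tagged A3G, seeded overnight at 37 deg C, then exposed to compound by pintool overnight at 37 deg C. Rise in yellow fluorescence (Ex 488/Em 500-530, Acumen) marks blocked Vif-driven A3G degradation.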
D1 potentiator: potentiators of human D1 dopamine receptor; potentiation, % at 10 µM; HEK293 TREx D1 cells, calcium flux, dopamine EC20 potentiation; AID 504651; 0.036% of 360,000 active; P21728; in the data active = potentiation above about 30%; also: 0% is about no effect
Vif-A3F inh: inhibitors of Vif-A3F interaction; HeLa A3F-eYFP + Vif (tagged APOBEC3F with the HIV-1 protein that degrades it), YFP fluorescence increase; Potency, µM (titrated, usually from 46.1 µM), without a hit: at the highest dose activity, negative = active; 0.2% of 390,000 active; AID 602313; also: potency is read from the fitted curve at half-maximal effect; % of control where 0% means no effect; nearly all actives have a fitted effect of over 65% in size
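HeLa cells stably expressing A3F-eYFP plus Vif, plated and incubated overnight at 37 deg C, then exposed to compounds overnight at 37 deg C. Blocked degradation read as raised yellow fluorescence (Ex 488/Em 500-530).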
D1 antagonist: human D1 dopamine receptor antagonism; P21728; HEK293 TREx D1 cells, calcium flux, dopamine EC80; active compounds read low; activity change, negative = inhibition, % at 10 µM; 3.2% of 360,000 active; in the data active = activity change below about -30%; also: % is scaled to controls: 0 for no effect and ±100 for the full control effect
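Calcium flux readout: force-coupled, inducible Hek293 Trex D1 line, cells induced overnight at 30 C with tetracycline, dye-loaded 30–90 min at RT. Antagonism scored against EC80 dopamine challenge given 180 s after compound.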
D2 PAM: D2 dopamine receptor (human) potentiation | HEK293 T-REx D2, calcium flux, EC20 dopamine potentiation | potentiation, % at 10 µM | 0.34% of 340,000 active | AID 485347;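 active = potentiation over 3 SD above the plate norm, cut at about 30% in these data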; also: 0% is about no effect
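Potentiation of an EC20 dopamine calcium response measured kinetically over 180 s, after a preceding 180 s compound-only read flagging agonists. Cells: inducible Hek293 Trex D2 line, 4000/well, cultured overnight at 30 C before dye loading.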
D1 agonist: activates the human D1 dopamine receptor | AID 504660 | HEK293 T-REx D1 cells, calcium flux, agonist mode | activation, % at 2 µM | 1% of 360,000 active | P21728; in the data active = activation above about 30%; also: 0% is about no effect
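Tetracycline-induced HEK293 TREx D1 cells, force-coupled to calcium signalling, were dye-loaded with a no-wash calcium kit. Compound was pin-added after a 10 s baseline. Fluorescence was read kinetically at 1 cycle/s for 180 s, with calcium rises flagged as agonism.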
RXFP1 agonist: agonists of human relaxin receptor RXFP1; Q9HBX9; HEK293T-RXFP1 cAMP TR-FRET, 30 min; response scale: percent of porcine relaxin response, buffer zero; Potency, µM (doses to about 57.5 µM), for inactives: top-dose activation, actives largely listed as activators; 0.3% of 370,000 active; AID 2676; also: potency is read from the fitted curve at half-maximal effect; % is scaled to controls: 0 for no effect and ±100 for the full control effect; nearly all actives have a fitted effect of over 60% in size; many of its hits are not listed in these tables
Target sequence (Q9HBX9 whole entry, looked up): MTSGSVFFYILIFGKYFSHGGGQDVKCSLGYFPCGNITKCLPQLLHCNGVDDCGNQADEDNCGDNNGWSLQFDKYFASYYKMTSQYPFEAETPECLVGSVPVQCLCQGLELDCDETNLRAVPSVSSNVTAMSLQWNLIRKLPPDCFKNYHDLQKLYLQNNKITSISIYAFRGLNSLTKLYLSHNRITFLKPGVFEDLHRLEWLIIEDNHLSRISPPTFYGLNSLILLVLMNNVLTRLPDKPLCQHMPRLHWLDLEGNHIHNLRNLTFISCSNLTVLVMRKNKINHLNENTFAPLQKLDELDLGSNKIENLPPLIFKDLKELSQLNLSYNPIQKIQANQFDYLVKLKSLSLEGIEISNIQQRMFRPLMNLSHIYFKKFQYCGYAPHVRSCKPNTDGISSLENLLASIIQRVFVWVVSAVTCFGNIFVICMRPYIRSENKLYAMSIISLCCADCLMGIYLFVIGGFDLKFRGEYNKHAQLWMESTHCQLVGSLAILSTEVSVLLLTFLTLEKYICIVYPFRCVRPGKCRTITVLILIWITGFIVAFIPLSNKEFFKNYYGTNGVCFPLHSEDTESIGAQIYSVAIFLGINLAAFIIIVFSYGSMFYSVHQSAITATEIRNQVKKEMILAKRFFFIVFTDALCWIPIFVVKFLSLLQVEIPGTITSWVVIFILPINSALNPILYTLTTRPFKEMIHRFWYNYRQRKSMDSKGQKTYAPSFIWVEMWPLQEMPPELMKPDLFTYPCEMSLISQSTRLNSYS
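Agonist response is measured as cAMP accumulation in an RXFP1-transfected HEK293T line under PDE4 inhibition. Values are scaled between buffer-only and 29 nM porcine relaxin, and EC50s come from standard Hill equation fits.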
Glioma ERSR ind: induces the endoplasmic reticulum stress response in human glioma cells; U87-MG GRP78 promoter luciferase reporter, 16 h; Potency, µM, for inactives: top-dose activation, most hits filed as activators; 0.02% of 420,000 active; AID 602332; also: potency is read from the fitted curve at half-maximal effect; series mostly up to about 76 µM; % of control where 0% means no effect; nearly all actives have a fitted effect of over 35% in size
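ERSR induction read as luciferase luminescence (Bright-Glo, 10 min at room temperature) in stably transfected human U87-MG glioma cells exposed to compounds for 16 h, using GRP78 as sensor.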
LDHA block: inhibitors of human lactate dehydrogenase A; purified LDHA, NADH/diaphorase-resazurin fluorescence; active compounds read low; activity change, % (values are at about 110 or 230 µM); 0.15% of 480,000 active; in the data active = activity change below about -30%; inconclusive = mostly about -25% to -30%;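 also: plate controls were DMSO wells for no effect and wells without enzyme for full effect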
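LDH5 2 nM; NADH 0.06 mM, pyruvate 0.2 mM; 200 mM Tris pH 7.4, EDTA, Tween-20; 5 min RT. Detection: diaphorase 0.133 mg/mL + resazurin 37 µM, fluorescence ex540/em590 at 0 and 20 min; normalized to enzyme-free and DMSO wells.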
Starred values were filed as active, the others as inactive; ? = inconclusive; . = no result given; & = joins results of further samples. Unless noted, calls follow the shape of the dose curve; as a rule, active = well fitted curve in the direction sought with a large enough effect; inconclusive = small, poorly fitted or top-dose-only effect, or another doubt; inactive = no such curve, though single readings can be large; an effect the other way counts as inactive or inconclusive. Only part of the results is shown (hit frequency here may not be typical).

Order of results – Vif-APOBEC3G blk, D1 potentiator, Vif-A3F inh, D1 antagonist, D2 PAM, D1 agonist, RXFP1 agonist, Glioma ERSR ind, LDHA block
- CCc1ccc2c(c1)C1(NN=C(c3ccc(C)cc3)S1)C(=O)N2 (centres undefined)
  -19%, 0, ., -11, 10, -3, 1.6%, ?, 0
- CCCCN1C(=O)C(C(=O)OCC)CC2=C1CCCC2=O (centres undefined)
  1%, ., 0%, ., ., ., ., -1%, 2
- O=C(NC(=S)Nc1cc(Cl)ccc1N1CCOCC1)c1ccc(-c2cccc(Cl)c2)o1
  2%, 1, -10%, 16, -3, 2, 0.0%, -3%, -9
- O=C(O)CCS(=O)(=O)c1cccc2cccnc12
  -1%, -8, -1%, -8, 17, 2, 0.6%, -1%, -14
- Cc1c(C(=O)NCc2cccnc2)oc2ccc(S(=O)(=O)N3CCC4(CC3)OCCO4)cc12
  -3%, -8, 4%, 29, 5, 2, 0.6%, 4%, -1
- O=C(NCc1ccc2c(c1)OCO2)c1ccc(S(=O)(=O)N2CCCCC2)cc1
  -1%, -2, 0%, -10, 2, 4, -2.4%, -4%, 0
- Nc1c(C(=O)NCc2ccco2)nnn1CC(=O)Nc1ccc2c(c1)OCO2
  -6%, -4, 0%, -18, -15, 0, 0.4%, 0%, -7
- O=C(Cn1ccc2ccccc2c1=O)NCCC(=O)N1CCN(c2cccc(C(F)(F)F)c2)CC1
  0%, -6, 6%, -6, 12, 4, 3.8%, -5%, -9
- CC(C)(C)NC(=O)Nc1cccc(Cl)c1Cl
  -4%, 2, 0%, -21, 9, 5, 1.1%, -5%, 0
- O=C(O)C(C(=O)Oc1ccccc1)C(C(=O)O)C(=O)Oc1ccccc1 (centres undefined)
  -1%, -3, 3%, 11, 9, 2, 0.7%, -4%, 0
- COc1ccccc1C(=O)NC(=O)COC(=O)c1cccc(NC(C)=O)c1
  1%, -2, 8%, -6, -5, 4, 0.1%, -1%, -3
- CCN(CC(=O)NCc1ccc(F)cc1)c1ccc(S(C)(=O)=O)cc1[N+](=O)[O-]
  -1%, -3, 4%, 4, 30, 1, 0.7%, -3%, -6
- Cc1cc(C)n(C(=O)c2ccc(C)o2)n1
  5%, -10, -3%, 1, -2, 10, 0.7%, -1%, -2
- COc1cc(OC)cc(C(=O)NCCc2csc(-c3cccc(C)c3)n2)c1
  5%, -4, -8%, -12, 0, 2, -0.3%, -4%, 6
- Cc1ccc(-n2nc3c(c2NC(=O)c2ccc4c(c2)OCO4)CS(=O)C3)cc1 (centres undefined)
  0%, -2, -28%, 3, 5, 2, 1.2%, -2%, -7
- O=[N+]([O-])c1cc2c(cc1Br)-c1ccccc1C2
  -6%, ., 0%, ., ., ., ., 0%, -3
- Cc1c(C(=O)OC(C)C)sc(NC(=O)c2cnccn2)c1C(=O)OC(C)C
  6%, ., 3%, ., ., ., ., 2%, 3
- COc1cccc(N2C(=O)Nc3ccc(Br)cc3C2(O)C(=O)NCCCN(C)C)c1 (centres undefined)
  2%, 3, -1%, 4, -5, 1, 0.0%, -3%, 0
- CC(=O)Nc1nc2c(F)cccc2s1
  0%, ., -1%, ., ., ., ., -2%, -2
- O=C(Nc1cscc1S(=O)(=O)c1ccc(Cl)cc1)c1ccccc1Cl
  -4%, -11, 1%, 2, 6, 5, -9.3%, 0%, -7
- CCOC(CCNC(=O)CCC(=O)Nc1ccc2nc(N3CCN(C)CC3)cc(C)c2c1)OCC
  3%, -8, -14%, 6, 10, 1, 0.2%, -3%, -8
- COc1cc(NS(=O)(=O)c2cnc(N)nc2)cc(OC)c1
  -7%, -2, -1%, 11, 10, 1, -0.4%, -2%, 3
- O=C1CSC(c2ccc([N+](=O)[O-])cc2)N1c1ccccc1 (centres undefined)
  -5%, -1, -10%, 1, -8, 0, -3.8%, -4%, -5
- Cc1ccc2[nH]c(=O)c(CN(CCc3ccccc3)C(c3nnnn3Cc3ccco3)C(C)C)cc2c1 (centres undefined)
  1%, -5, -9%, 23, -12, 6, -1.0%, -1%, -5
- CCc1ccc(N(C(=O)c2snc(C(N)=O)c2N)C(C(=O)NC2CCCC2)c2ccco2)cc1 (centres undefined)
  2%, -3, -1%, 7, -14, 2, -3.2%, -7%, -6
- COc1ccccc1C(=O)NC(=O)COC(=O)C1(C)CC1(Cl)Cl (centres undefined)
  0%, -10, -10%, -6, -3, 0, 0.1%, -2%, -3
- Cc1ccc(S(=O)(=O)N2CCN(C(=O)COC(=O)/C=C/c3ccc(F)cc3)CC2)c(C)c1
  3%, -2, 1%, -38*, 5, 7, 0.2%, -6%, -6
- CNC(=O)C1CCN(S(=O)(=O)c2c(C)noc2/C=C/c2cccc(C)c2)CC1
  0%, -11, -3%, -30, -2, 2, 0.8%, -1%, -8
- CCN1CN=C(NS(=O)(=O)c2ccc(C)cc2)NC1
  1%, -1, -10%, ., -1, 34*, 2.2%, -5%, -3
- O=C(c1ccc2c(c1)N(Cc1ccc(Cl)cc1)C(=O)c1ccccc1S2=O)N1CCOCC1 (centres undefined)
  0%, -2, 2%, -16, -7, 1, -1.4%, -3%, -2

The listing continues:
canonical_smiles | Vif-APOBEC3G blk | D1 potentiator | Vif-A3F inh | D1 antagonist | D2 PAM | D1 agonist | RXFP1 agonist | Glioma ERSR ind | LDHA block
O=C(C1CCN(S(=O)(=O)Cc2ccccc2)CC1)N1CCN(c2ccccc2F)CC1 | -2% | 1 | 0% | -2 | 2 | -1 | 5.4% | -2% | 1
COc1cc([N+](=O)[O-])ccc1NC(=O)NNC(=O)c1sccc1C | -3% | -2 | -6% | 10 | -1 | 6 | 2.3% | 4% | -3
COC(=O)c1ccc(SC2CCCCC2)c([N+](=O)[O-])c1 | -1% | 3 | 1% | 0 | 1 | 4 | 0.4% | 2% | 2
COc1cc(OC)c2c(-c3cccc(-c4ccc(NC(C)=O)cc4)c3)cc(=O)oc2c1 | -22% | . | -13% | . | . | . | . | -2%&-4% | 3
COc1ccc(C(=O)NC2CC2)cc1OC1CCN(Cc2cc(C)cc(C)c2)CC1 | -1% | -19 | -1% | -51* | -28 | 1 | -0.8% | -3% | -6
CC(C)CSC1=NSC2=NC(=O)/C(=C\c3cccs3)C(=N)N12 | -2% | 4 | -4% | 3 | -3 | 8 | -0.2% | -3% | 0
Cc1ccc(S(=O)(=O)n2nc(-c3ccc(Cl)cc3)nc2NCc2ccc(F)cc2)cc1 | -3% | 2 | -4% | -48* | -2 | 11 | -3.7% | 1% | 5
Cc1nn(-c2ccc(N3CCCC3)nn2)c(C)c1CCC(=O)Nc1ccc(F)c(Cl)c1 | 2% | -3 | 5% | 1 | 12 | 1 | 23% | -2% | 1
Cc1ccc(-c2noc(C3CCCN(S(=O)(=O)c4ccc5ccccc5c4)C3)n2)o1 (centres undefined) | 0% | -13 | 0% | -3 | -2 | 1 | 2.4% | 0% | -2
CCc1nn(CC(=O)Nc2cc(C)cc(C)c2)c(=O)c2cc3sccc3n12 | -29% | 2 | -19% | 3 | 3 | -1 | 3.9% | -3% | -13

Record cards (already shown). Order of values: Vif-APOBEC3G blk	D1 potentiator	Vif-A3F inh	D1 antagonist	D2 PAM	D1 agonist	RXFP1 agonist	Glioma ERSR ind	LDHA block
Listed for `O=C(C1CCN(S(=O)(=O)Cc2ccccc2)CC1)N1CCN(c2ccccc2F)CC1` → -2%	1	0%	-2	2	-1	5.4%	-2%	1
Listed for `COc1cc(OC)c2c(-c3cccc(-c4ccc(NC(C)=O)cc4)c3)cc(=O)oc2c1` → -22%	.	-13%	.	.	.	.	-2%&-4%	3
Listed for `Cc1nn(-c2ccc(N3CCCC3)nn2)c(C)c1CCC(=O)Nc1ccc(F)c(Cl)c1` → 2%	-3	5%	1	12	1	23%	-2%	1
Listed for `COc1ccc(C(=O)NC2CC2)cc1OC1CCN(Cc2cc(C)cc(C)c2)CC1` → -1%	-19	-1%	-51*	-28	1	-0.8%	-3%	-6

(more compounds)
canonical_smiles | Vif-APOBEC3G blk | D1 potentiator | Vif-A3F inh | D1 antagonist | D2 PAM | D1 agonist | RXFP1 agonist | Glioma ERSR ind | LDHA block
Cc1ccc(-c2nc(CS(=O)CC(=O)N3CCN(c4ccc(F)cc4)CC3)c(C)o2)cc1 (centres undefined) | -2%&1% | -4&-4 | 4%&-1% | -5&-13 | -4&2 | 0&3 | 0.6%&-2.0% | 1%&0% | 2&-3
Fc1ccccc1-c1nc(N2CCN(c3cccc(Cl)c3)CC2)c2ccccc2n1 | 0% | 0 | 3% | 10 | -2 | 3 | -0.7% | -2% | -2
COc1ccc(CC(=O)N/N=C/C=C/c2cccc([N+](=O)[O-])c2)cc1OC | -4% | 0 | 10% | 8 | -11 | 1 | 2.6% | -5% | -7
CCOC(=O)N1CCC(N2CCN(c3cc(C)ccc3C)CC2)CC1 | 0% | -4 | 0% | -7 | 18 | 0 | 0.6% | -5% | 2
COc1ccc(OC)c2sc(NC(=O)c3ccc(S(=O)(=O)N4CCCC4)cc3)nc12 | -1% | -3 | 4% | -9 | -7 | 2 | 8.4% | -5% | 1
CCOC(=O)c1cnc(Nc2ccccc2)nc1C(F)(F)F | -2% | 2 | -3% | -1 | -4 | 0 | 3.1% | -1% | 3
